TDP2 absorb: human TDP2 enzyme inhibitors, primary screen, biochemical, epi absorbance, recombinant enzyme. 370,000 compounds, 0.34% hits. T5PNP hydrolysis, p-nitrophenol absorbance 415 nm. AID 720702, 2013. inhibition, % at 12.8 µM. Tyrosyl-DNA phosphodiesterase 2 (Homo sapiens), O95551;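 active means inhibition above the mean of all tested compounds plus 3 SD, set per campaign, cut at about 25% in these data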;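 further: 0% = DMSO with enzyme and 100% = buffer with substrate but no TDP2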
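Incubation: 2 h at 37 °C; Test system: recombinant human TDP2; Quantity: enzyme 120 nM; Read-out basis: percent inhibition; Medium: 50 mM Tris-HCl pH 7.5 with Mg2+, KCl, DTT, BSA; Repeats: single replicate; Compound: 12.8 µM single point, 1% DMSO; Signal: epi absorbance; Reagent: 5 mM T5PNP chromogenic substrate; Benchmarks: no-enzyme high, DMSO-plus-enzyme low.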
TCR CD3 inh: inhibitors of human TCR-CD3 interaction, primary screen, biochemical, fluorescence, TAMRA-labeled TCR probe | inhibition, % at 9.4 µM | 360,000 compounds, 0.37% hits; in the data active means inhibition above about 19%;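 further: recombinant mutant TCR 2C K166C tagged with TAMRA read by polarization; 0% = receptor in buffer alone and 100% = receptor with positive control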
mABHD4 FP: ABHD4 inhibitors, primary screen, biochemical, fluorescence polarization, mouse. inhibition, % at 8.92 µM. purified mABHD4, FP-Rh probe fluorescence polarization. (Lyso)-N-acylphosphatidylethanolamine lipase (Mus musculus), Q8VD66. 370,000 compounds, 0.54% hits;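 active means inhibition exceeding the mean over every tested compound plus 3 SD, cut at about 30% in these data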;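 further: 0% = plate median of compound wells and 100% = S159A mutant with DMSO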
Target sequence (Q8VD66 whole entry, looked up): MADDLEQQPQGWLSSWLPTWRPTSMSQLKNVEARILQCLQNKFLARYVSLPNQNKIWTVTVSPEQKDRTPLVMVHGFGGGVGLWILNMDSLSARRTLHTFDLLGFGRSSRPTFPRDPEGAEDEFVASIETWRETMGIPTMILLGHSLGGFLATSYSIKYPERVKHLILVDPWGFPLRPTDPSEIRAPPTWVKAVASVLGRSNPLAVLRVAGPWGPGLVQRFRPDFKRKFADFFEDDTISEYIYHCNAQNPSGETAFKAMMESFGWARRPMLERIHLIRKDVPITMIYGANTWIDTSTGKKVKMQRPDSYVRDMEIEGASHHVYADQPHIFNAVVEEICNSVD
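Doses – 8.92 µM, single dose · Material – wild-type mouse ABHD4 protein · Replication – single well per compound (singlicate) · Measure – percent inhibition of probe binding, normalized to plate controls · Schedule – 45 min compound pre-incubation plus 60 min probe step, 25 °C · Detection – fluorescence polarization with parallel and perpendicular emission, 525/598 nm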
HTRA1 inhibitor: HTRA1 serine protease inhibitors, primary screen, biochemical, fluorescence polarization, HTS; recombinant HTRA1, FP-rhodamine activity-based probe; 340,000 compounds, 0.5% hits; AID 504803, 2011; inhibition, % at 5.96 µM; in the data active means inhibition above about 36%;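 further: 0% = enzyme with DMSO and 100% = wells lacking enzyme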
PRMT1 FP inh: PRMT1 methyltransferase inhibitors, primary screen, biochemical, fluorescence polarization; inhibition, % at 2.79 µM; 370,000 compounds, 1.3% hits; recombinant PRMT1, activity-based probe fluorescence polarization; Protein arginine N-methyltransferase 1 (Homo sapiens), Q99873;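 active means inhibition above about 21% made by adding two undisclosed values, limit read from the data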
SIAE inh: human SIAE inhibitors, primary screen, biochemical, fluorescence polarization, FP-Rh probe, 1536-well HTS | Sialate O-acetylesterase (Homo sapiens), Q9HAT2 | SIAE FP-Rh probe binding | inhibition, % at 9.66 µM | 370,000 compounds, 0.69% hits | AID 1053197, 2014;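 active means inhibition above a cutoff: mean of compounds within the control limits plus 3 SD of those, cut at about 17% in these data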;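 further: 0% = plate median of compound wells and 100% = probe without SIAE protein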
LEDGF integ inh: blockers of LEDGF/p75-dependent integrase strand transfer – biochemical, TR-FRET, high throughput, primary screen | TR-FRET IN-LEDGF/p75 DNA integration, Eu/Cy5 | inhibition, % at 3.7 µM | 370,000 compounds, 0.64% hits;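 active means inhibition above the screen-wide mean plus 3 SD, cut at about 13% in these data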;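 further: signal is the Cy5 over europium emission ratio at 671 and 618 nm; 0% = plate median of compound wells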
UHRF1 MBD2 ctr: UHRF1 methylated DNA binding inhibitors, primary screen, counter-screen for MBD2 inhibitor project, biochemical, TR-FRET, human UHRF1, single concentration; E3 ubiquitin-protein ligase UHRF1 (Homo sapiens), Q96T88; UHRF1 binding to methylated oligo; inhibition, % at 4.4 µM; 370,000 compounds, 0.75% hits; in the data active means inhibition above about 21%;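 further: UHRF1 SRA domain binding a hemimethylated CpG hairpin DNA probe; 0% = median of test compound wells and 100% = reference inhibitor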
Tn7 DDE FP: inhibitors of Tn7 peptide binding to fibrin DD(E), primary screen, biochemical, fluorescence polarization, human fibrin, Tn7 probe; inhibition, % at 8.3 µM; 370,000 compounds, 0.13% hits; FP displacement of FITC-Tn7 peptide from fibrin DD(E); 0% = median of compound wells per plate;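 active means inhibition above the mean of compounds falling within the control limits plus 3 SD of them, cut at about 14% in these data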;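 further: 0% = plate median of compound wells and 100% = 10 µM Aha-Tn7 peptide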
Target sequence (P02675 whole entry, looked up): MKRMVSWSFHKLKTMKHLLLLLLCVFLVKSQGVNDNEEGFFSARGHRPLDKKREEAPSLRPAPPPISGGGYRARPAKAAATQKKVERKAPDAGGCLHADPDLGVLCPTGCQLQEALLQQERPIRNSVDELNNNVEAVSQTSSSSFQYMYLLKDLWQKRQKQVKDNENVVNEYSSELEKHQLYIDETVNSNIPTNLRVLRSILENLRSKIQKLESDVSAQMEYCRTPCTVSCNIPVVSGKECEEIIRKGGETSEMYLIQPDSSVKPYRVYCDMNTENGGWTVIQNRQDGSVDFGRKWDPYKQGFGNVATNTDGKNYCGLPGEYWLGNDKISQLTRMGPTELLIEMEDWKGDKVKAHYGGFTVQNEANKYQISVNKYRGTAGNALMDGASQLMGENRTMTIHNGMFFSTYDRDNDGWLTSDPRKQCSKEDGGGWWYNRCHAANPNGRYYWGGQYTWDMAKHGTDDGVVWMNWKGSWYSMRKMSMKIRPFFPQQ
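Test system – human fibrin DD(E) · Times – 10 min preincubation, 3 h with tracer, room temperature · Detection – fluorescence polarization of the labelled Tn7 tracer · Measure – percent inhibition normalized to high-control wells · Benchmarks – high control wells with 10 µM unlabelled Aha-Tn7 peptide (full inhibition) · Repeats – singlicate testing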
PG9 Ab binder: binders of HIV-1 gp120 antibody PG9, primary screen, biochemical, TR-FRET; AID 624416, 2012; inhibition, % at 6.7 µM; HIV-1 gp120 / PG9 antibody interaction; TR-FRET gp120-PG9 antibody binding; 360,000 compounds, 0.43% hits; in the data active means inhibition above about 8.5%
* hit, by the source's call; · = no result given.

SMILES	TDP2 absorb	TCR CD3 inh	mABHD4 FP	HTRA1 inhibitor	PRMT1 FP inh	SIAE inh	LEDGF integ inh	UHRF1 MBD2 ctr	Tn7 DDE FP	PG9 Ab binder
CCOc1ccc(NC(=O)N2CCC(n3nnc4cc(C)ccc43)CC2)cc1	3	-3	0	1	-3	3	4	-3	0	1.1
COc1cccc(C(=O)NC2CC3CCCC(C2)N3CC(=O)Nc2ccccc2C(F)(F)F)c1 (configuration not stated)	-1	2	-8	-40	1	-5	-2	-2	-1	0.3
Cc1cc(NC(=O)CS(=O)(=O)c2ccc(F)cc2)no1	9	-6	0	-2	-3	-3	-1	-1	3	0.4
CCOC(=O)N1CCN(C(=O)C2CCCN(S(C)(=O)=O)C2)CC1 (configuration not stated)	1	4	-2	3	1	-5	4	0	-1	-1.2
C[C@H](CO)N1C[C@H](C)[C@@H](CN(C)Cc2ccncc2)Oc2c(cccc2N(C)C)C1=O	-7	-4	-7	3	3	1	2	1	3	-0.2
Cc1ccc(C(=O)NC(C)c2ccc(F)cc2)cc1 (configuration not stated)	3	8	3	-5	-4	-9	-1	1	2	0.1
CCOC(=O)N1CCN(c2c(NCc3ccc(F)cc3)c(=O)c2=O)CC1	-11	3	7	6	-3	-1	-4	-3	7	0.3
O=C(Cn1c(Cc2ccccc2)nc2ccccc21)NCc1ccc2c(c1)OCO2	2	-3	4	-3	-2	0	0	1	15*	-2.1
COc1ccc(OC)c(NC(=O)C2(C)CCN2Cc2cccc(OC)c2OC)c1 (configuration not stated)	1	1	1	·	2	0	-2	-1	-3	0.9
COC(=O)C1=C(C)N(Cc2ccccc2C(F)(F)F)C(=NCc2cc(OC)c(OC)c(OC)c2)NC1CCc1ccccc1 (configuration not stated)	-6	0	7	·	-3	2	-2	1	-4	0.2
O=c1c2cnn(-c3ccccc3)c2ncn1Cc1cccc(Cl)c1	5	7	3	2	-2	-6	2	-1	-13	0.0
COc1ccc(COC(=O)c2ccc(S(=O)(=O)N3CCC(C)CC3)cc2)cc1	-10	-1	-6	-3	4	-5	-4	2	4	-0.2
O=C(O)c1cccc(Cn2c(Cl)c(/C=N/NC(=O)c3ccccc3Cl)sc2=O)c1	-3	2	14	1	7	-3	0	-2	-3	-1.9
CC(=O)c1sc(NC(=O)CS(=O)(=O)c2ccccc2)nc1-c1ccccc1	-5	-5	-20	-2	8	4	-2	1	2	1.6
O=C(c1c(F)cccc1F)N1CCCc2ccccc21	7	0	5	5	-3	6	0	0	3	-0.2
O=C(Nc1nc2ccsc2c(=O)s1)c1ccc(Cl)cc1	-19	-6	-4	4	-3	-5	3	3	3	0.4
Cc1cc(C)c(C#N)c(SCC(=O)Nc2ccccc2C(N)=O)n1	-8	-1	1	1	-2	-3	3	2	3	-1.0
CC(C)=CC(=O)NCc1c(Cl)cccc1-n1cccc1	5	2	-4	-7	-3	-2	-2	-1	6	0.2
c1ccc2c(-c3ccc(OCCN4CCCCC4)cc3)c(-c3ccsc3)sc2c1	-8	-2	40*	-12	-2	2	-4	-1	-4	-0.8
COc1ccccc1C(=O)OCC(=O)NC1CCCC1	0	-1	-3	4	-4	2	6	-5	0	-0.2
O=C1NC(=NCc2ccccc2)S/C1=C\c1ccccc1	6	-4	9	-7	-1	-2	-1	-1	6	1.9
CC1(C(=O)Nc2cccc3c2CCCC3)CCN1C(=O)c1cccc(F)c1 (configuration not stated)	-9	-3	-3	·	1	-4	-3	3	-2	-0.3
O=S(=O)(Nc1ncccn1)c1ccc(NC(=S)NCc2ccco2)cc1	-2	3	-1	8	0	11	4	5	-6	-1.3
Cc1ccccc1OCC(=O)N/N=C/c1ccncc1	-11	8	1	0	2	-6	-4	7	6	-0.3
CN(C(=S)NC(=O)Cc1ccccc1)c1ccccc1	-4	6	0	-6	0	3	0	-1	3	-1.2

The list goes on.
SMILES	TDP2 absorb	TCR CD3 inh	mABHD4 FP	HTRA1 inhibitor	PRMT1 FP inh	SIAE inh	LEDGF integ inh	UHRF1 MBD2 ctr	Tn7 DDE FP	PG9 Ab binder
Cc1cccc(NC(=S)NC2CC3CCC(C2)N3Cc2ccco2)c1C (configuration not stated)	15	-2	4	-6	-3	9	3	-1	-1	-0.1
O=C(CC[C@H]1O[C@@H](n2ccc(=O)[nH]c2=O)[C@H](O)[C@@H]1O)NCCc1c[nH]c2ccccc12	-6	4	2	·	-1	4	0	2	-9	1.4
O=C(NC1CCCCC1)C(c1cccnc1)N(C(=O)CCl)c1ccc(F)cc1 (configuration not stated)	3	-1	7	4	1	-6	1	-1	-7	-1.4
COc1ccccc1NC(=O)CSc1nc2ncccc2[nH]1	8	-4	-3	-3	-2	-3	0	0	3	-0.5
COc1ccc(Cn2cc(COC(=O)N3CCOCC3)nn2)cc1	-2	·	2	·	0	-3	-2	3	0	·
O=C(COc1ccccc1C(=O)c1cnn(-c2ccccc2)c1)Nc1ccc2ccccc2c1	-3	-4	-11	-13	-1	-29	1	0	-1	-0.7
CCOC(=O)[C@H]1[C@H]2COc3ccccc3[C@@H]2N2C(=O)c3ccccc3NC(=O)[C@@]12C	-1	-5	-14	-9	3	1	0	20	8	0.8
O=[N+]([O-])c1cccnc1Sc1ccc(F)cc1	8	-5	3	·	0	-2	-1	0	4	0.6
COc1ccc2nc(SCC(=O)Nc3c(C)cc(C)cc3C)[nH]c2c1	-4	3	-8	-3	-4	6	-2	0	4	-0.8
CC(=O)Nc1sc(C)c(C)c1C(=O)OCC(=O)N(Cc1ccccc1)C(C)C	9	9	0	1	1	-4	2	6	-8	-2.1
O=C(NNC(=S)NCc1ccco1)C(c1ccccc1)c1ccccc1	-17	-7	-5	0	0	2	2	2	0	0.6
COc1cccc(S(=O)(=O)Nc2ccc(C(=O)N3CCOCC3)cc2)c1	8	-5	7	2	1	2	0	2	-6	-0.3
CCOc1ccc(-n2c(SC/C=C/c3ccccc3)nnc2-c2ccco2)cc1	2	·	-7	·	-25	2	-1	-1	5	·
O=C(N/N=C/c1cccc(OCc2ccccc2)c1)c1ccc(Br)cc1	7	6	-8	-18	-2	4	2	-2	1	-2.5
CC(=O)Nc1cccc(NC(=O)c2ccccc2OCc2ccccc2)c1	-3	2	-6	-30	0	0	6	-2	-5	0.1
COc1cc(NC(=O)[C@@H]2CCCN(S(=O)(=O)c3cccc4cccnc34)C2)cc(OC)c1OC	-4	3	6	7	0	0	2	-1	-2	1.3
CCCCCCn1c(C)nc2c(c1=O)c1nc3ccccc3nc1n2/N=C/c1ccco1	3	11	-3	-15	-3	-8	1	0	-4	-0.2
CC1CCN(C(=O)COc2cccc3c2CCN(C)C3=O)CC1	-2	0	2	0	0	-5	-4	1	2	-0.5
CNC(=O)NC(=O)CSc1nc2sccc2c(=O)n1-c1ccccc1	8	6	-3	-6	-1	1	2	-1	-4	-2.8
O=C(Nc1ccc(N2CCOCC2)cc1)C1CC1	0	2	-1	3	-3	4	-4	-3	3	-2.4
Cc1cc(C)c(C)c(S(=O)(=O)N2CCC(C(=O)N3CC(C)CC(C)C3)CC2)c1C (configuration not stated)	-8	7	10	-5	0	-5	-3	-2	2	-0.8
Cc1ccc(SCc2cc(=O)[nH]c(N3CCOCC3)n2)cc1	12	19*	0	3	0	2	2	-2	-3	-1.4
COc1ccc(C)cc1NC(=O)CSc1nc(SC)ns1	3	-4	-4	-9	16	3	1	2	2	4.3
CCCNC(=O)C1(CC2CC(c3ccccc3)=NO2)CCN(C(=O)c2cc(OCC)c(OCC)c(OCC)c2)CC1 (configuration not stated)	-11	-2	13	3	3	2	-3	4	4	-0.7
Cc1ccc(-c2nc(NC(=O)c3nn(C)cc3[N+](=O)[O-])sc2C)cc1C	0	-1	6	-8	-2	-3	-1	3	6	-1.0
COc1cccc(-c2nc(N3CCN(Cc4ccccc4)CC3)c3ccccc3n2)c1O	-11	1	3	1	1	-1	-10	2	-8	0.4

Ordered by SMILES length (ascending): twelve of the compounds above
SMILES	TDP2 absorb	TCR CD3 inh	mABHD4 FP	HTRA1 inhibitor	PRMT1 FP inh	SIAE inh	LEDGF integ inh	UHRF1 MBD2 ctr	Tn7 DDE FP	PG9 Ab binder
O=C(Nc1ccc(N2CCOCC2)cc1)C1CC1	0	2	-1	3	-3	4	-4	-3	3	-2.4
O=[N+]([O-])c1cccnc1Sc1ccc(F)cc1	8	-5	3	·	0	-2	-1	0	4	0.6
CC1CCN(C(=O)COc2cccc3c2CCN(C)C3=O)CC1	-2	0	2	0	0	-5	-4	1	2	-0.5
Cc1ccc(SCc2cc(=O)[nH]c(N3CCOCC3)n2)cc1	12	19*	0	3	0	2	2	-2	-3	-1.4
O=C(NNC(=S)NCc1ccco1)C(c1ccccc1)c1ccccc1	-17	-7	-5	0	0	2	2	2	0	0.6
CNC(=O)NC(=O)CSc1nc2sccc2c(=O)n1-c1ccccc1	8	6	-3	-6	-1	1	2	-1	-4	-2.8
O=C(N/N=C/c1cccc(OCc2ccccc2)c1)c1ccc(Br)cc1	7	6	-8	-18	-2	4	2	-2	1	-2.5
CC(=O)Nc1sc(C)c(C)c1C(=O)OCC(=O)N(Cc1ccccc1)C(C)C	9	9	0	1	1	-4	2	6	-8	-2.1
CCCCCCn1c(C)nc2c(c1=O)c1nc3ccccc3nc1n2/N=C/c1ccco1	3	11	-3	-15	-3	-8	1	0	-4	-0.2
Cc1ccc(-c2nc(NC(=O)c3nn(C)cc3[N+](=O)[O-])sc2C)cc1C	0	-1	6	-8	-2	-3	-1	3	6	-1.0
Cc1cc(C)c(C)c(S(=O)(=O)N2CCC(C(=O)N3CC(C)CC(C)C3)CC2)c1C (configuration not stated)	-8	7	10	-5	0	-5	-3	-2	2	-0.8
CCOC(=O)[C@H]1[C@H]2COc3ccccc3[C@@H]2N2C(=O)c3ccccc3NC(=O)[C@@]12C	-1	-5	-14	-9	3	1	0	20	8	0.8
